Screening results deposited in PubChem BioAssay by National Center for Advancing Translational Sciences (NCATS).
Lipid storage S3: qHTS Assay for Lipid Storage Modulators in Drosophila S3 Cells. Potency in µM for hits, for the others lipid storage change, negative = inhibition, % at the top dose, mostly 46.1 µM. Drosophila S3 cells, BODIPY lipid droplet fluorescence, 18-24 h; cells fed with added oleic acid. 320,000 compounds, 0.64% hits; active means well fitted inhibition curve with a large enough effect in the signal ratio, with a control signal flat, not every such curve was filed as active; inconclusive means small, poorly fitted or top-dose-only effect, or effect the other way, or a change in a side signal; the % refers to the signal ratio
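Drosophila S3 cells got compounds at several concentrations plus oleic acid (400 uM solution). Laser-scanning cytometry with 488 nm excitation read lipid droplets at 500-530 nm and cells at 575-640 nm. Percent activity was relative to 20 uM Triacsin C.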
Lipid storage S3 cell count max: second read-out of Lipid storage S3, no call of its own (marks repeat the call); cell number change, %; measured here: cell count max response;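 cells counted by Cell Tracker Red CMTPX staining in the red channel; peak over a dose series mostly up to 46.1 µM; percent activity relative to internal control wells on each plate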
* = called active by the depositor; i = inactive; ? = inconclusive; · = no result given; [ ] = remark or other dose. On the % scale 0 is the no-effect control and ±100 the full control effect; potency means the concentration at half of the fitted maximal effect. Not all compounds are listed; rates above refer to the full screens.

Lipid storage S3,Lipid storage S3 cell count max,canonical_smiles
?,·,Cn1c(SCC(=O)NCC2CCCO2)nnc1-c1ccc(Cl)cc1 (stereo unspecified)
?,·,COc1ccc(CCCC(=O)N/N=C/c2ccc(C)cc2)cc1
?,·,CSc1nccc(Oc2cccc(C#N)c2)n1
7%,12,O=C(CCc1nnc(-c2ccsc2)o1)N1CCCCC1CCn1ccnc1 (stereo unspecified)
18%,18,Cc1noc(C)c1CSCC(=O)N(CC(C)C)c1c(N)n(Cc2ccccc2)c(=O)[nH]c1=O
?,·,CCC(C)N(C(=O)CSc1nc(-c2ccccc2)cs1)C1CCS(=O)(=O)C1 (stereo unspecified)
4%,-19,CCOc1ccc(S(=O)(=O)Nc2ccc(C(=O)N/N=C(\C)c3ccc(-n4ccnc4)cc3)cc2)cc1
-5%,-7,O=C/C(=C\Nc1ccccn1)c1nc2cc(Cl)ccc2o1
11%,10,Cc1ccc(-c2nc3c(cnn3-c3ccccc3)c(=O)o2)cc1
2%,15,CNS(=O)(=O)c1ccc2ccccc2c1
?,·,CCOc1ccccc1N1CCN(C(=S)NCc2ccccc2)CC1
?,·,O=C(COC(=O)Cn1cc(C(F)(F)F)ccc1=O)NCc1ccccc1
?,·,O=C(Nc1ccccc1-c1nc2ccccc2s1)c1cccnc1
12%,-1,O=C(NCc1cccc(Cl)c1)c1cccc(C(F)(F)F)c1
?,·,O=C(CNC(=O)c1ccccc1F)c1ccccc1
1%,-1,O=C(CNC(=O)c1ccccc1F)N/N=C\C=C\c1ccccc1
?,·,CCC(=O)Nc1cccc(C(=O)/C=C/c2cc(Br)ccc2OC)c1
i,·,C=CCn1c(SCc2cccc(C#N)c2)nnc1-c1ccccc1O
?,·,O=C(CSc1ncn[nH]1)NC12CC3CC(CC(C3)C1)C2
22%,·,CC(C)CNS(=O)(=O)c1ccc(OCC(=O)Nc2ccc3c(c2)OCCO3)cc1
-3%,-7,Cc1cccc(N2CCN(C(=O)CN3CCOc4ccccc43)CC2C)c1 (stereo unspecified)
?,·,Cc1cc(C)c(OCCCCN2CCNCC2)c(C)c1
?,·,CCN(c1ccccc1)S(=O)(=O)c1ccc(C(=O)Nc2nccs2)cc1
?,·,Cc1ccccc1NC(=O)NCC1CCN(C(=O)OC(C)(C)C)CC1
?,·,CC1(c2ccc(Cl)cc2)NC(=O)N(CN2CCOCC2)C1=O (stereo unspecified)
?,·,Cc1ccccc1C(=O)NNc1ccc(-c2csnn2)cc1
-13%,-11,O=C1c2ccc(Br)cc2C(=O)N1c1ccc(Cl)cn1
?,·,O=C(O)CC(NC(=O)CCC1CCCCC1)c1cc([N+](=O)[O-])ccc1Cl (stereo unspecified)
i,27,CN(C)S(=O)(=O)c1cccc(NC(=O)COC(=O)CCc2nc3ccccc3s2)c1
i,-2,CCc1cccc(NC(=O)C2CCN(S(=O)(=O)c3ccc4c(c3)NC(=O)CO4)CC2)c1
15%,-19,Cc1cc(C(=O)CSc2nnnn2C)c(C)n1-c1cccc(F)c1
?,·,CC1CC(C)CN(c2ccc(C(=O)OCC(=O)NC3CCCc4ccccc43)cc2[N+](=O)[O-])C1 (stereo unspecified)
19%,2,O=C(c1ccc(S(=O)(=O)Nc2cccc(C(F)(F)F)c2)cc1)N1CCC1
?,·,O=C(CN1C(=O)NC2(CCCCC2)C1=O)Nc1cccc(S(=O)(=O)N2CCCC2)c1
1%,2,CC(=O)NS(=O)(=O)c1ccc(NC(=O)/C=C/c2ccc(C)o2)cc1
-13%,1,O=C(CNC(=O)c1cccs1)NCC(=O)OCc1cccc(Cl)c1
3%,15,CCOC(=O)c1ccc(N2C(=O)C(CC(N)=O)N(CCc3ccc(OC)c(OC)c3)C2=S)cc1 (stereo unspecified)
?,·,CC1=CC(C)(C)n2c(O)c(N=N)c3cc(C)cc1c32
-6%,10,CCOC(=O)c1sc2nc(C(C)C)c3c(c2c1N)CCC3
?,·,CN(Cc1ccccc1)C(=O)COC(=O)c1cc(Cl)nc(Cl)c1
?,·,Cc1cc(SCC(=O)Nc2ccccc2C)nc(C)n1
?,·,O=C(Nc1ccccn1)C1CCN(S(=O)(=O)c2ccc3c(c2)OCCO3)CC1
?,·,Cc1nc2ccc([N+](=O)[O-])cc2c(=O)n1Cc1ccc(F)cc1
-22%,-6,COC(=O)c1ccc([C@H]2CC(=O)O2)cc1
9%,8,O=C(OCC(=O)N1CCN(C(=O)c2ccco2)CC1)c1cccc(F)c1
?,·,Cc1oc(-c2cccc(Cl)c2)nc1CN1CCC(C(=O)NCCCN2CC(C)CC(C)C2)CC1 (stereo unspecified)
18%,9,COc1ccc2cc(Br)ccc2c1CC(=O)NCC1CCCO1 (stereo unspecified)
?,·,COc1ccc(/C=C/C(=O)N2CCN(S(=O)(=O)/C=C/c3ccccc3)CC2)cc1OC
?,·,O=C(NCc1ccco1)C1CCN(S(=O)(=O)c2cccc([N+](=O)[O-])c2)CC1
13%,-5,CCCOc1c(OC)cccc1C1CC(=O)Nc2cc3c(cc21)OCCO3 (stereo unspecified)
?,·,Cc1ccc(-n2nc3ccc(N)cc3n2)cc1Cl
-13%,-9,COc1ccc(NC(=O)c2cccc(NS(=O)(=O)c3ccccc3)c2)cc1
-2%,9,Cc1cc(C)n2ncc(/C(N)=N/OC(=O)c3ccccc3F)c2n1
6%,2,Cc1ccc(C(=O)NNC(=O)c2ccco2)cc1
-2%,10,CCOC(=O)Nc1ccc2c(c1)OCO2
?,·,Cc1cnn(C(=O)Cn2nc(C(F)F)c(Br)c2C)c1
?,·,c1ccc(-c2noc(CN3CCc4sccc4C3)n2)cc1
-7%,-10,CCN(C(=O)C1CCCO1)c1ccccc1 (stereo unspecified)
?,·,Cc1ccc(NC(=O)CCS(=O)(=O)c2ccccc2)cc1S(=O)(=O)N1CCCCCC1
?,·,C=CCNC(=O)CSc1nc2cc(C(=O)OCC)ccc2n1CC

For convenience, part of the list above.
Lipid storage S3,Lipid storage S3 cell count max,canonical_smiles
13%,-5,CCCOc1c(OC)cccc1C1CC(=O)Nc2cc3c(cc21)OCCO3 (stereo unspecified)
?,·,Cc1ccc(-n2nc3ccc(N)cc3n2)cc1Cl
-13%,-9,COc1ccc(NC(=O)c2cccc(NS(=O)(=O)c3ccccc3)c2)cc1
-2%,9,Cc1cc(C)n2ncc(/C(N)=N/OC(=O)c3ccccc3F)c2n1
6%,2,Cc1ccc(C(=O)NNC(=O)c2ccco2)cc1
-2%,10,CCOC(=O)Nc1ccc2c(c1)OCO2

Next section
Lipid storage S3,Lipid storage S3 cell count max,canonical_smiles
-8%,-13,Cc1ccc(NC(=S)N(Cc2ccccc2)Cc2cccs2)c(C)c1
?,·,COc1ccc(NC(=O)c2c(Nc3ccccc3)sc(C(=O)c3ccc(F)cc3)c2N)cc1
?,·,CCOc1ccc(C2C(C#N)=C(C)NC3=C2C(=O)c2ccccc23)cc1 (stereo unspecified)
23%,·,CCSc1ccccc1C(=O)Nc1nncs1
?,·,Cc1ccccc1C(=O)NCC(=O)OCCOc1ccc(C(C)C)c(C)c1
i,4,COc1ccc(NC(=O)CCc2nnc3ccc(N4CCN(c5cccc(OC)c5)CC4)nn23)cc1
?,·,COc1ccc(-c2[nH]ncc2-c2cscn2)c(O)c1
?,·,COc1ccc2[nH]cc(CCNC(=O)c3ccccc3Cl)c2c1
?,·,O=C(C1Cc2ccccc2O1)N1CCCCC1 (stereo unspecified)
-5%,-8,Cc1ccc(NC(=O)CSc2nnc(Cn3cnc4ccccc43)o2)c(C)c1
?,·,Cc1cc2[nH]c(=O)cc(-c3ccccc3)n2n1
?,·,O=C(OCC(=O)N1CCCC1=O)c1cc(Cl)ccc1O
?,·,N#CCSc1nc(-c2ccccc2)c2cc(Cl)ccc2n1
21%,5,O=C1c2cnccc2CN1Cc1ccccc1
-19%,·,COc1ccc(N2C(=O)C(Cl)=C(Nc3c(C)n(C)n(-c4ccccc4)c3=O)C2=O)cc1
?,·,CCCc1cc(=O)[nH]c(SCc2ccccc2Cl)n1
?,·,O=C(CCl)Nc1nc(-c2ccco2)c(-c2ccco2)s1
-5%,13,Cc1nn(C(C)C)c(C)c1CN1CCCC(CCC(=O)NCc2ccccc2F)C1 (stereo unspecified)
?,·,O=C(Nc1ccc(F)cc1F)c1csc(-c2ccccc2)n1
-3%,8,Cc1cc(C)cc(NC(=O)CCNC(=O)c2ccc([N+](=O)[O-])cc2)c1
?,·,Cc1ccc(C(=O)C2=C(O)C(=O)N(CCCn3ccnc3)C2c2ccc(OC(C)C)cc2)o1 (stereo unspecified)
i,-6,CCC(C)[C@H](NC(=O)[C@@H]1CSC2c3ccccc3C(=O)N21)C(=O)N1CCCCC1 (stereo partly specified)
?,·,O=C(Nc1ccccc1)c1ccccc1OCc1ccc(F)cc1
i,·,CCOc1ccc(C(=O)CCC(=O)Nc2ccc(C)c(S(=O)(=O)N3CCCCC3)c2)cc1
7%,21,OC(CNCc1ccc2c(c1)OCO2)COc1ccc(F)cc1 (stereo unspecified)
1%,-8,COc1ccc(NC(=O)CSCc2ccc([N+](=O)[O-])cc2)cc1OC
11%,·,Cc1cc(C)nc(SCC(=O)NNC(=O)c2ccccc2C)n1
-7%,-18,CCOc1cc(/C=N/Nc2nc(C)cc(=O)[nH]2)ccc1O
?,·,CN(C)S(=O)(=O)c1ccc2c(c1)nc(CCC(=O)O)n2C
10%,-3,CCOC(=O)c1cc(-c2ccc(N3CCOCC3)cc2)nn1-c1ccc(F)cc1F
?,·,O=C1NN(c2ccccc2)C(=O)/C1=C\c1ccc2c(c1)OCO2
26%,·,CCCCOC(=O)/C(=C/c1cn(C)c2ccccc12)NC(=O)c1ccc(OC)cc1
-2%,10,CCN(CC)CCC(C)OC(c1ccccc1)c1ccccc1 (stereo unspecified)
-7%,-21,C/C(=N\NC(=S)NC(C)C)c1ccco1
?,·,O=c1oc2cc(O)ccc2c2ccccc12
-18%[0.369 µM],·,CC1CC(C)CN(C(=O)CCCNC(=O)c2ccc(Cl)cc2)C1 (stereo unspecified)
?,·,CCN1C(=O)[C@H]2[C@@H](c3ccc(C)cc3)N3C(=O)N(c4cccc(Br)c4)C(=O)[C@@]3(Cc3ccccc3)[C@H]2C1=O
-11%,-20,Cc1ccc2[nH]c3c(c2c1)CN(C(=O)CN1c2ccc(F)cc2CCC1C)CC3 (stereo unspecified)
?,·,Cc1cc(C)n2nc(/C(C#N)=C/c3ccccn3)c(C#N)c2n1
0%,9,CCCCSCCCNC(=O)Nc1ccc(CC)cc1
?,·,COc1ccc(NC(=O)COC(=O)c2cc(SC)ccc2Cl)c(OC)c1
?,·,Cc1ccc(NC(=O)C2CC(=O)n3ncnc3N2)cc1 (stereo unspecified)
-4%,8,CCS(=O)(=O)c1ccc2c(c1)NC(=O)C(CCO)O2 (stereo unspecified)
?,·,CCOC(=O)C1CCN(C/C=C/c2ccccc2[N+](=O)[O-])CC1
-5%,-13,Cc1cc(-n2c(C)cc(C(=O)CSc3nnnn3-c3ccc(Cl)cc3)c2C)no1
?,·,COc1ccc(C(C(=O)NC2CCCC2)N(CC2CCCO2)C(=O)Cn2nnc(-c3ccc(C)o3)n2)cc1 (stereo unspecified)
25%,·,OC(COc1ccc2ccccc2c1)CN1CCN(c2ccc(F)cc2)CC1 (stereo unspecified)
-20%,-10,COc1cc([N+](=O)[O-])cc(/C=N/NC(=O)CC#N)c1O
?,·,Cc1ccccc1C(=O)NNC(=O)CSc1nc(-c2ccccc2)cc(=O)[nH]1
?,·,COC(=O)C1CCN(C(=O)c2c(-c3ccccc3Cl)noc2C)CC1
?,·,COC(=O)c1ccccc1NC(=O)CN1CCOCC1
11%,2,COc1cc(/C=N/N=C2/NC(=O)C(CC(=O)O)S2)ccc1OCc1ccc(Cl)cc1 (stereo unspecified)
?,·,COc1ccc(OC)c(-c2c3cc(O)c(=O)cc-3oc3cc(O)c(O)cc23)c1
?,·,O=[N+]([O-])c1ccccc1CN1CCN(S(=O)(=O)Cc2ccccc2)CC1
-2%,-3,NS(=O)(=O)c1cc2c(cc1Cl)NC=NS2(=O)=O
-9%,-13,O=C(CN(c1ccc2c(c1)OCCO2)S(=O)(=O)c1ccccc1)N1CCN(Cc2ccccc2)CC1
?,·,CCOC(=O)c1ccoc1CSCc1ccc(C(=O)OC)o1
?,·,Cc1n[nH]c(C)c1CCCCOc1ccccc1F

Quoted at random: seven compounds from above, in no set order.
Lipid storage S3,Lipid storage S3 cell count max,canonical_smiles
-9%,-13,O=C(CN(c1ccc2c(c1)OCCO2)S(=O)(=O)c1ccccc1)N1CCN(Cc2ccccc2)CC1
-2%,-3,NS(=O)(=O)c1cc2c(cc1Cl)NC=NS2(=O)=O
?,·,O=[N+]([O-])c1ccccc1CN1CCN(S(=O)(=O)Cc2ccccc2)CC1
?,·,O=C(O)CC(NC(=O)CCC1CCCCC1)c1cc([N+](=O)[O-])ccc1Cl (stereo unspecified)
?,·,O=C(CCl)Nc1nc(-c2ccco2)c(-c2ccco2)s1
15%,-19,Cc1cc(C(=O)CSc2nnnn2C)c(C)n1-c1cccc(F)c1
?,·,Cc1ccccc1C(=O)NCC(=O)OCCOc1ccc(C(C)C)c(C)c1
